PAFAH1B3 inh: PAFAH1B3 enzyme inhibitors, primary screen, biochemical, fluorescence polarization, human. recombinant PAFAH1B3, FP-rhodamine probe. 0.28% of 340,000 active. inhibition, % at 3.39 µM. Platelet-activating factor acetylhydrolase IB subunit alpha1 (Homo sapiens), Q15102;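 active = inhibition above the screen-wide average of all tested compounds plus 3 SD, cut at about 25% in these data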;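 also: 0% = enzyme with DMSO only and 100% = wells lacking PAFAH1B3 protein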
Target sequence (Q15102 whole entry, looked up): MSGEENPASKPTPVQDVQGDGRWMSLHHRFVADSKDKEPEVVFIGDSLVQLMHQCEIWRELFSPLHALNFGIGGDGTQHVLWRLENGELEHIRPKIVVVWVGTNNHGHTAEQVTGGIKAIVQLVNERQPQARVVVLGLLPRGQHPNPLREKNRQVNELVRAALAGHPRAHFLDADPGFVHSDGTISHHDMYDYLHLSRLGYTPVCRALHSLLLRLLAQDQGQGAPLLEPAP
PREPL inh: PREPL enzyme inhibitors, primary screen, biochemical, fluorescence polarization; Prolyl endopeptidase-like (Homo sapiens), Q4J6C6; recombinant PREPL, fluorescence polarization activity-based probe; inhibition, % at 5.96 µM; 0.68% of 320,000 active; AID 2751, 2010; in the data active = inhibition above about 43%;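 also: 0% = enzyme with DMSO and 100% = wells lacking enzyme; many of its hits are not listed in these tables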
LYPLA1 inh: LYPLA1 inhibitors, primary screen, counter-screen for PME1 inhibitor project, biochemical, fluorescence polarization, FP-Rh probe ABPP | Acyl-protein thioesterase 1 (Homo sapiens), O75608 | recombinant LYPLA1 | inhibition, % at 5.9 µM | 0.16% of 320,000 active | AID 2174, 2009;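 active = inhibition above the mean of all tested compounds plus 3 SD, set per campaign, cut at about 14% in these data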;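 also: inhibitors block serine hydrolase probe labeling of LYPLA1 so polarization falls; 0% = enzyme with DMSO and 100% = wells lacking LYPLA1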
Target sequence (O75608 whole entry, looked up): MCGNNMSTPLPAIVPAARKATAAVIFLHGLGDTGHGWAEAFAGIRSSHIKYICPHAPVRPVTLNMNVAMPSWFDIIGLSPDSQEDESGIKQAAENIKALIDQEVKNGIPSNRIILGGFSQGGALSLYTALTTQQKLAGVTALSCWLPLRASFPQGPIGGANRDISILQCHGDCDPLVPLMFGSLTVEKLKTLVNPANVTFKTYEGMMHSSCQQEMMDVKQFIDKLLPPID
LYPLA2 counter: LYPLA2 inhibitors, primary screen, counter-screen for PME1 inhibitor project, biochemical, fluorescence polarization, FP-Rh probe ABPP | recombinant LYPLA2 | inhibition, % at 5.9 µM | 0.38% of 320,000 active;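 active = inhibition above the screen-wide mean plus 3 SD, limit set per campaign, cut at about 26% in these data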;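 also: 0% = LYPLA2 with DMSO and 100% = wells lacking LYPLA2 enzyme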
Target sequence (O95372 whole entry, looked up): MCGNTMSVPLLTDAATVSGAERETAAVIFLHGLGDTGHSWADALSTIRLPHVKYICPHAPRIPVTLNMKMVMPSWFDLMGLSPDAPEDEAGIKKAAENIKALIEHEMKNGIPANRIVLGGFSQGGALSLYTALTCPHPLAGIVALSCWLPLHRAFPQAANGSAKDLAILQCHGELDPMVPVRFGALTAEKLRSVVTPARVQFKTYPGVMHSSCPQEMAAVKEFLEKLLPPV
PAFAH1B2 inh: PAFAH1B2 enzyme inhibitors, primary screen, biochemical, fluorescence polarization, human; recombinant PAFAH1B2, FP-rhodamine activity probe; inhibition, % at 3.39 µM; 1.2% of 340,000 active;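 active = inhibition above the mean of all tested compounds plus 3 SD, cut at about 24% in these data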;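 also: 0% = enzyme with DMSO and 100% = wells lacking PAFAH1B2; many of its hits are not listed in these tables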
PAD4 FP inh: human PAD4 inhibitors, primary screen, biochemical, fluorescence polarization, 1536-well format. 0.41% of 330,000 active. recombinant PAD4, RCA probe fluorescence polarization. Protein-arginine deiminase type-4 (Homo sapiens), Q9UM07. inhibition, % at 6.36 µM;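 active = percent inhibition above a cutoff equal to the mean of all tested compounds plus 3 SD, cut at about 15% in these data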;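 also: 0% = PAD4 with RCA probe and DMSO and 100% = probe without PAD4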
pPAFAH FP inh: pPAFAH enzyme inhibitors, primary screen, biochemical, fluorescence polarization, human; recombinant pPAFAH, FP-rhodamine probe fluorescence polarization; inhibition, % at 3.39 µM; 1.5% of 330,000 active; AID 463082, 2010;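 active = inhibition above the mean inhibition across the screen plus 3 SD, cut at about 25% in these data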;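 also: inhibitors block binding of the rhodamine activity-based probe so polarization drops; 0% = enzyme with DMSO and 100% = wells lacking pPAFAH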
PME-1 primary: PME-1 inhibitors via competitive probe labeling, primary screen, biochemical, fluorescence polarization, FP-Rh probe, HTS | inhibition, % at 5.9 µM | AID 2130, 2009 | 0.53% of 320,000 active | recombinant PME-1;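 active = inhibition above the campaign mean of all compounds plus 3 SD, cut at about 26% in these data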;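 also: competitive labeling of PME-1 active site by serine hydrolase directed probe; 0% = PME-1 with DMSO and 100% = wells lacking PME-1 enzyme; inhibitors block probe labeling so polarization falls and inhibition rises; many of its hits are not listed in these tables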
Target sequence (Q9Y570 whole entry, looked up): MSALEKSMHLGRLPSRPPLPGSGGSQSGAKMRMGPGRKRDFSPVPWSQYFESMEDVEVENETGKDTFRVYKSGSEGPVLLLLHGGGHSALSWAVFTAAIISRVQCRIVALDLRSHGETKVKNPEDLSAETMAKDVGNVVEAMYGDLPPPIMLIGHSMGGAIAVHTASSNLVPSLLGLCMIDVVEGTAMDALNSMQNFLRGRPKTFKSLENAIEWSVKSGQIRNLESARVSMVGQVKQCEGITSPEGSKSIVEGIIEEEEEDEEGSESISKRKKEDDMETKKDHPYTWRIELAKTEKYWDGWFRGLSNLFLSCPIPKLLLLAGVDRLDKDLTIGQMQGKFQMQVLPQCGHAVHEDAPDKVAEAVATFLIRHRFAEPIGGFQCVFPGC
GSTO1 inh: inhibitors of recombinant GSTO1, primary screen, counter-screen for RBBP9 inhibitor project, biochemical, fluorescence polarization; Glutathione S-transferase omega-1 (Homo sapiens), P78417; activity-based probe fluorescence polarization; inhibition, % at 5.96 µM; 1.1% of 300,000 active; AID 1974, 2009;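 active = inhibition above the campaign mean inhibition plus 3 SD, cut at about 35% in these data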;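 also: 0% = GSTO1-1 with DMSO and 100% = wells lacking GSTO1-1 enzyme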
* hit, by the source's call; nt = no result given.

Value order – PAFAH1B3 inh | PREPL inh | LYPLA1 inh | LYPLA2 counter | PAFAH1B2 inh | PAD4 FP inh | pPAFAH FP inh | PME-1 primary | GSTO1 inh
#1 OC(c1ccccc1)c1ccncc1 (stereo unspecified)
    -2 | 14 | -3 | 0 | 1 | 1 | 5 | 2 | 5
#2 CC(C)CNC(=O)CO/N=C/c1ccccc1Cl
    5 | 14 | -4 | -2 | -1 | 0 | 1 | -4 | -8
#3 O=C(Nc1ccccc1Cl)Nc1ccnn1C1CCN(C(=O)CCN2CCCO2)CC1
    0 | 7 | -7 | -9 | 3 | -4 | 2 | -1 | -2
#4 Cc1ccc(NC(=O)CCNC(=O)c2ccc(Br)cc2)cc1S(=O)(=O)N1CCCCCC1
    2 | 3 | -13 | -18 | 3 | 0 | 15 | -5 | -10
#5 CNC[C@@H]1Oc2c(NS(C)(=O)=O)cccc2C(=O)N([C@@H](C)CO)C[C@H]1C
    9 | 12 | nt | nt | 0 | 1 | 3 | nt | nt
#6 Cc1ccc(NC(=O)CSc2nnc(NC(=O)c3ccc(S(=O)(=O)N4CCOCC4)cc3)s2)cc1
    4 | 0 | 2 | -1 | 8 | -3 | 1 | 3 | -3
#7 Cn1nc(-c2ccccc2)c2cc(C(=O)O)sc21
    10 | 18 | 1 | -5 | 6 | -2 | -5 | 3 | -4
#8 COc1cc(OC)cc(C(=O)NCC(=O)Nc2ccc(C)c(Cl)c2)c1
    7 | -8 | 1 | -1 | 6 | 0 | -2 | -1 | 1
#9 Fc1ccc(/C=N/NC(=S)Nc2cccnc2)cc1F
    -3 | -1 | 1 | 3 | 3 | 2 | -1 | -8 | 5
#10 O=C(/C=C\Nc1ccc2c(c1)OCO2)c1ccccn1
    5 | -4 | 3 | 4 | 2 | -6 | 2 | -7 | -1
#11 CCOc1ccccc1N(CC(=O)Nc1ccccc1F)S(=O)(=O)c1ccccc1
    1 | -20 | 2 | 8 | 4 | -1 | 5 | 1 | 1
#12 Cc1cccc(C(=O)N2CCN(S(=O)(=O)c3ccc4c(c3)OCCCO4)CC2)c1[N+](=O)[O-]
    11 | 2 | 2 | -4 | 4 | 0 | 4 | 1 | -1
#13 CCOc1ccccc1C(=O)NC1CCN(CC(=O)Nc2cc(OC)ccc2OC)CC1
    -3 | 13 | -3 | 1 | -4 | 3 | 8 | 6 | -5
#14 O=C(CSc1nnc(Cc2ccccc2)o1)Nc1ccccc1
    5 | -7 | 0 | -5 | 5 | 4 | 1 | 1 | 0
#15 CN1N=C(C(=O)N2CCN(c3ccc([N+](=O)[O-])cc3)CC2)CCC1=O
    7 | 9 | -2 | -1 | 2 | -2 | 3 | -3 | -1

Carrying on.
Value order – PAFAH1B3 inh | PREPL inh | LYPLA1 inh | LYPLA2 counter | PAFAH1B2 inh | PAD4 FP inh | pPAFAH FP inh | PME-1 primary | GSTO1 inh
#16 O=C(CSc1n[nH]c(-c2ccncc2)n1)Nc1ccc(Cl)cc1
    4 | -18 | -2 | 3 | -3 | 0 | 4 | 0 | -7
#17 N#CCCNS(=O)(=O)c1ccc(C(=O)OCC(=O)Nc2ccc3c(c2)OCO3)cc1
    -2 | 10 | -1 | 4 | 3 | 0 | 1 | 7 | nt
#18 O=C(c1cccc(Cl)c1)N1CCN(Cc2c[nH]c3ccccc23)CC1
    9 | 14 | 0 | 2 | 0 | -4 | 9 | -1 | 15
#19 CCCn1nc2ccccc2c1P(=N)(N1CCOCC1)N1CCOCC1
    11 | 15 | 1 | 10 | 3 | 1 | -4 | 1 | 6
#20 CCOC(=O)c1c(-c2ccccc2)oc2ccc(OC(C)C(=O)O)cc12 (stereo unspecified)
    10 | 5 | 2 | 6 | 7 | -2 | -3 | -2 | 6
#21 CCOC(=O)c1sc(NC(=O)c2cccc(S(=O)(=O)N3CCc4ccccc43)c2)c(C#N)c1C
    4 | -4 | -7 | 7 | -2 | 0 | 14 | 3 | -9
#22 COc1ccc(NC(=O)C2CCN(Cc3cnn(-c4ccccc4)c3-n3cccc3)CC2)cc1OC
    3 | 15 | 3 | 1 | 3 | 0 | 9 | -4 | 10
#23 CCC(C)[C@H](NC(=O)[C@H](Cc1ccccc1)n1c(=O)[nH]c2ccccc2c1=O)C(=O)NCC1CCC(C(=O)O)CC1 (stereo partly specified)
    5 | 19 | 1 | 1 | 9 | 3 | 0 | 3 | -6
#24 CCN(CC(=O)NCC(=O)Nc1ccc(Br)cc1C)Cc1ccccc1
    0 | 3 | 3 | -3 | 6 | -3 | 2 | 2 | 4
#25 Nc1ccc(S(=O)(=O)Nc2nc(-c3ccccc3)cc(-c3ccccc3)n2)cc1
    12 | 10 | -4 | -4 | 3 | 3 | 9 | -8 | -10
#26 Cn1cccc1CC(=O)N/N=C/c1ccc([N+](=O)[O-])cc1
    nt | 26 | -1 | 2 | nt | -8 | 12 | -5 | 7
#27 O=c1cc(-c2ccc(O)cc2)oc2cc(O)c(C3OC(CO)C(O)C(O)C3O)c(O)c12 (stereo unspecified)
    1 | 16 | -4 | -5 | 7 | 4 | 8 | 11 | 16
#28 CC(=O)N1CCN(C(=O)CNC(=O)c2ccc(Br)o2)CC1
    4 | 0 | 1 | 4 | 2 | -3 | 1 | -3 | 6
#29 CCOC(=O)c1ccc(NC(=O)CCNS(=O)(=O)c2cc(Br)cnc2N)cc1
    -1 | 5 | -6 | -3 | 0 | -3 | -10 | 0 | 7
#30 O=C(Cn1c(=O)sc2ccccc21)Nc1ccccc1
    6 | 1 | -1 | 15 | 0 | -6 | 1 | -5 | -2

More structures follow:
Value order – PAFAH1B3 inh | PREPL inh | LYPLA1 inh | LYPLA2 counter | PAFAH1B2 inh | PAD4 FP inh | pPAFAH FP inh | PME-1 primary | GSTO1 inh
#31 COc1ccc(NC(=O)COC(=O)CCc2nc3ccccc3c(=O)[nH]2)c(OC)c1
    10 | 9 | 0 | 1 | 1 | 1 | -1 | -3 | nt
#32 CC(=O)Nc1ccc(S(=O)(=O)NCCC(=O)N2CCN(C(c3ccccc3)c3ccccc3)CC2)cc1
    -11 | 6 | -4 | -2 | 4 | -3 | 6 | -3 | -9
#33 COC(=O)Cn1nc(-c2ccc(C)c(S(=O)(=O)N(C)C)c2)c2ccccc2c1=O
    3 | 8 | -1 | 2 | 2 | -1 | 1 | 3 | 1
#34 N#Cc1c2n(c3c(=O)[nH]cnc13)CCCC2
    7 | 4 | -4 | -2 | 3 | 0 | 2 | 4 | 4
#35 COc1ccc(S(=O)(=O)N(C)c2ccc(C(=O)N3CCN(C)CC3)cc2)cc1
    4 | 4 | -2 | 0 | 3 | 0 | 3 | 1 | 1
#36 COc1cc(/C=N/NC(=O)CCn2c3ccccc3c3ccccc32)ccc1O
    8 | 27 | -6 | -3 | 3 | -4 | 14 | 13 | -1
#37 Cc1cccnc1NC(=O)/C=C/c1ccc2c(c1)OCO2
    9 | -3 | -3 | -2 | 8 | 3 | 1 | -4 | -1
#38 O=C(NCCCn1ccnc1)c1cccc(S(=O)(=O)NCc2ccccc2)c1
    3 | -2 | 1 | 3 | 3 | 0 | 6 | -4 | 9
#39 COc1cc(OC)c2c(c1)OC(=O)CC2c1ccc2c(c1)OCO2 (stereo unspecified)
    9 | nt | nt | nt | 5 | -6 | 12 | nt | nt
#40 COc1cccc(NC(=O)CN(C)C(C)C(=O)Nc2ccc(S(=O)(=O)N3CCOCC3)cc2)c1 (stereo unspecified)
    2 | 0 | 2 | 1 | 5 | 0 | 0 | 10 | 6
#41 CCOc1ccc(C(=O)N2CCC(C(=O)c3ccc4c(c3)OCCO4)CC2)cc1
    -4 | 5 | 4 | 11 | 5 | 1 | 12 | 6 | 1
#42 CCOc1ccc2nc(/N=C/c3c(C)[nH]n(-c4ccccc4)c3=O)sc2c1
    1 | 1 | -3 | -3 | 0 | -6 | -2 | -1 | 8
#43 O=c1c2[nH]c3ccc(Cl)cc3c2ncn1CCN1CCCCC1
    8 | -10 | -2 | -4 | 5 | -1 | -1 | -3 | -4
#44 Cc1ccc(C2N(c3cccc(Cl)c3)C(=O)N3CCCN23)cc1 (stereo unspecified)
    8 | -4 | 0 | -1 | 3 | -6 | 5 | -2 | 9
#45 O=[N+]([O-])c1ccc(Cc2ccccn2)c([N+](=O)[O-])c1
    11 | -2 | 1 | 0 | 3 | -2 | -2 | 1 | 1

(more compounds)
Value order – PAFAH1B3 inh | PREPL inh | LYPLA1 inh | LYPLA2 counter | PAFAH1B2 inh | PAD4 FP inh | pPAFAH FP inh | PME-1 primary | GSTO1 inh
#46 CCCCSC1(SCCCC)N=C(N)C2(C#N)C(c3ccccc3)NC(C)=C(C)C12C#N (stereo unspecified)
    -1 | 15 | 2 | -6 | 0 | -3 | -4 | 5 | -7
#47 C=CCSc1nnc(-c2sc(-c3ccccc3)nc2C)n1C
    5 | -3 | 1 | 0 | 8 | 0 | 2 | -3 | -2
#48 N#Cc1nc(-c2ccc(F)cc2)oc1NCc1ccco1
    2 | 10 | 1 | -2 | 2 | 5 | 8 | -3 | -8
#49 CSCCC(NC(=O)C1CCCCC1)c1nc2ccccc2[nH]1 (stereo unspecified)
    nt | 4 | 2 | -2 | nt | -2 | -6 | 1 | 1
#50 COc1ccc(C(=O)/C=C/Nc2ccc(S(=O)(=O)Nc3nc(C)cc(C)n3)cc2)cc1OC
    9 | -2 | 1 | -2 | 2 | -1 | 3 | -9 | -3
#51 CCCn1c(=O)c(C(=O)NCc2cccnc2)c(O)c2ccccc21
    -2 | -5 | -2 | 4 | -1 | -2 | 6 | 3 | 5
#52 COc1cc(OC)cc(-c2nc3ccccc3c(=O)n2OC(=O)c2ccccc2C)c1
    -1 | -6 | -1 | -5 | -2 | -3 | 5 | -6 | -4
#53 COc1cc(OC)c2c(-c3ccccc3)cc(=O)oc2c1C(CCN1CCCC(C)C1)c1ccc(N(C)C)cc1 (stereo unspecified)
    6 | 21 | 1 | -3 | -2 | 2 | 5 | 1 | 8
#54 CCOc1cc(C(C(=O)NCC2CCCO2)N(C(=O)Cn2nnc3ccccc32)c2cccc(OC)c2)ccc1O (stereo unspecified)
    1 | -2 | 2 | -2 | 8 | 0 | 4 | 3 | 2
#55 COCc1cc(=O)[nH]c(N2CCN(C(=O)c3ccco3)CC2)n1
    -2 | -4 | 0 | 3 | -1 | 1 | 5 | -4 | 7
#56 COc1ccc(NC(=O)COC(=O)CNS(=O)(=O)/C=C/c2ccccc2)cc1OC
    -3 | 34 | 2 | 1 | -2 | -7 | 8 | 3 | nt
#57 COC(=O)c1ccccc1NC(=O)C/C(C)=N/NC(=O)CC#N
    0 | 7 | -6 | -7 | 10 | 0 | -8 | -5 | -7
#58 COc1ccc(S(=O)(=O)NCC2CCC(C(=O)NCC(OC)OC)CC2)cc1 (stereo unspecified)
    3 | 3 | 3 | 8 | 2 | -3 | 4 | 5 | -5
#59 COc1cccc(NC(=O)CN(C)C(=O)C2CC3C=CC2C3)c1 (stereo unspecified)
    9 | -3 | nt | nt | 8 | 3 | 2 | nt | nt
#60 CCOc1ccc(CCNC(=O)COC(=O)c2cc(OC)c(OC)c(OC)c2)cc1OCC
    nt | 21 | 2 | 4 | nt | 3 | -2 | -2 | 3

Compound activity: PubChem, The Scripps Research Institute Molecular Screening Center

Only part of the results is shown. The share of hits here may be higher or lower than overall.
